# TEAD-YAP inh: TEAD-YAP interaction inhibition | HEK-TIYL cells, TEAD-Gal4/YAP UAS-luciferase luminescence | inhibition, % at 9.12 µM | 640,000 compounds, 1.4% hits | AID 1259422; in the data active means inhibition above about 32%;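 further: 0% = median of test compound wells and 100% = reference inhibitor wells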
# MITF inh: inhibitors of human MITF; 650,000 compounds, 0.91% hits; inhibition, % at 2.6 µM; O75030; AID 1259374; AlphaScreen MITF homodimerization, bead proximity signal; in the data active means inhibition above about 50%;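 further: 0% = vehicle wells with protein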
# FBW7 activator: human FBW7 E3 ligase activation, primary screen; Q969H0; AID 1259310; AlphaScreen FBW7–phospho-cyclin E peptide binding, activator screen; normalized activity (activation), % at 26.1 µM; 650,000 compounds, 0.13% hits; in the data active means normalized activity above about 1.9%;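 further: purified mutant Fbw7 with reduced substrate affinity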
# Target sequence (Q969H0 whole entry, looked up): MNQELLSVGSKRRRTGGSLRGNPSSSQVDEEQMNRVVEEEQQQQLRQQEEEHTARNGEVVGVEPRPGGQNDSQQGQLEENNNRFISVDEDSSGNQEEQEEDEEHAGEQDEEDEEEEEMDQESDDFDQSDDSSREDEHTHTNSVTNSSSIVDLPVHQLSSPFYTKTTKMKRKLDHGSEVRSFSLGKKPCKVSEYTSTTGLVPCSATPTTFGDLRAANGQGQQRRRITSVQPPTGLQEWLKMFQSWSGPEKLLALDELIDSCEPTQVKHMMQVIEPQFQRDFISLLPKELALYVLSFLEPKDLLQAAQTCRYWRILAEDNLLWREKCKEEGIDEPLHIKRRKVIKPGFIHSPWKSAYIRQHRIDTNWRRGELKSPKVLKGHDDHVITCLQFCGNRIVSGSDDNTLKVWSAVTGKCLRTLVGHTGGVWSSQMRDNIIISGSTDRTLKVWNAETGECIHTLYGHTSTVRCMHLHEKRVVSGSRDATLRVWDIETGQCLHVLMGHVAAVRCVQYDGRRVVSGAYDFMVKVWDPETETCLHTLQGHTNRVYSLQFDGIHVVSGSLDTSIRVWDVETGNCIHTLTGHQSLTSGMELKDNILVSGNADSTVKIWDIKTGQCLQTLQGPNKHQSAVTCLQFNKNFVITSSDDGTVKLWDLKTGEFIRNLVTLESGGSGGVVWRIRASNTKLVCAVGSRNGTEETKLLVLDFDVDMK
# GPR151 ag: activators of human GPR151; Q8TDV0; PathHunter beta-arrestin GPR151 cells, luminescence; activation, % at 11.2 µM; 650,000 compounds, 1% hits; in the data active means activation above about 4.9%;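 further: 0% = median of compound wells and 100% = cells with positive control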
# * hit, by the source's call.
no.	mol	TEAD-YAP inh	FBW7 activator
1	COC(=O)c1ccc(C(=O)Nc2ccc(S(=O)(=O)Nc3nc(C)cc(C)n3)cc2)cc1	-7.8	0.0
2	C=CCn1c(SC)nnc1C1COc2ccccc2O1 (centres undefined)	-7.6	-0.2
3	O=C(COC(=O)c1cc(O)[nH]c(=O)c1)Nc1cc(C(F)(F)F)ccc1Cl	-1.3	0.2
4	COc1ccc(CSc2nnc(-c3ccc4c(c3)OCO4)o2)cc1F	1.1	0.1
5	CC/C(=N\NC(=O)c1ccc(C)o1)c1ccccc1O	-53.6	0.2
6	COc1ccccc1NC(=O)c1cccc(OC(C)=O)c1	11.8	0.2
7	O=C(Nc1ccncc1)OC1CCCC1	-6.3	0.2
8	CCn1c2ccccc2n2c(=O)c(=O)n(CC(=O)N3CCc4ccccc43)nc12	-4.2	-0.2
9	COCCNC(=O)CCCSc1nc(-c2ccco2)cc(C(F)(F)F)n1	-3.4	0.0
10	Cc1ccc(OCCCn2cc(/C=C3/C(=N)N4C=CSC4=NC3=O)c3ccccc32)cc1C	3.4	-0.1
11	O=C(N/N=C/c1ccc2c(c1)OCO2)C(=O)Nc1ccccc1F	2.2	-0.1
12	CCOC(=O)C(C(C)=O)C(c1ccc(OCCC(C)C)cc1)C(C(C)=O)C(=O)OCC (centres undefined)	8.1	0.0
13	Cc1ccccc1Nc1nc(-c2ccccc2)c2cc(Cl)ccc2n1	-2.2	0.5
14	Cc1ccc(C)c(NC(=O)CN2CCOCC2)c1	-2.2	0.2
15	CCC(C)C(NS(=O)(=O)c1ccc(C)cc1)C(=O)NC1CCCCC1C (centres undefined)	-1.3	0.0

no.	MITF inh	GPR151 ag
1	4.3	-0.2
2	-6.4	1.2
3	15.3	1.7
4	4.2	-0.2
5	-2.4	0.8
6	42.4	-1.0
7	9.5	2.1
8	-6.1	-0.9
9	-12.6	-0.2
10	4.2	-1.0
11	6.4	-1.3
12	14.4	-0.4
13	-7.1	-0.1
14	-0.2	-1.3
15	9.4	0.8

# (cont.)
no.	mol	TEAD-YAP inh	FBW7 activator
16	CC(=O)c1cccc(S(=O)(=O)N2CCC(c3nc4ccc(Cl)cc4[nH]3)CC2)c1	19.2	0.0
17	CC(=O)c1ccc(NC(=O)C(C(C)C)N2C(=O)c3ccccc3C2=O)cc1 (centres undefined)	-17.7	0.1
18	O=C1NCC(c2ccccc2)C1C(=O)N/N=C/c1ccccc1Cl (centres undefined)	14.0	1.6
19	O=C(Nc1ccc(NC(=O)c2ccco2)c(Cl)c1)c1ccc(I)cc1	-16.2	0.0
20	Cc1ccc(N=CC2=C(O)CC(C)(C)CC2=O)cc1C	-39.1	0.1
21	Cc1cccc(-c2noc(CN(C(=O)C(C)(C)C)C(C)C)n2)c1	-13.3	0.2
22	CC1(C)CC(=O)C2=C(C1)Nc1ccccc1NC2c1cc(F)ccc1F (centres undefined)	11.2	-0.1
23	COC(=O)Cc1nc(Nc2cc(OC)c(OC)c(OC)c2)c2c(C)c(C)sc2n1	19.9	-0.1
24	CCN(CC)CCCNC(=O)c1ccc(CNc2nc(=S)[nH]c3ccccc23)cc1	-4.2	-0.2
25	CC(C)(C)c1ccc(OCc2nc(-c3cccnc3)no2)c(Br)c1	0.4	0.0
26	C1=C(c2ccc(C3CCCCC3)cc2)N2CCN=C2S1	21.0	-0.3
27	CCc1ccc2[nH]c(=O)c(CN(CCO)S(=O)(=O)c3ccccc3)cc2c1	4.9	0.0
28	COCCNc1nnc(SCC(=O)c2ccc3c(c2)NC(=O)CO3)s1	5.3	-0.1
29	NC(=O)N1CCCC1C(=O)NNC(=O)CC12CC3CC(CC(C3)C1)C2 (centres undefined)	7.0	0.2
30	C=CCNC(=O)C(C)Oc1ccc(Br)cc1 (centres undefined)	1.0	0.1

no.	MITF inh	GPR151 ag
16	-7.7	-0.5
17	14.9	-0.7
18	5.9	-0.2
19	1.1	0.6
20	-6.1	-0.2
21	17.2	-0.7
22	3.0	1.7
23	-1.7	0.1
24	3.2	0.8
25	2.9	-1.1
26	19.8	-0.5
27	2.0	2.4
28	2.7	1.3
29	-0.9	0.2
30	7.1	3.0

# Structures from the list above that contain fluorine, in the order listed:
no.	mol	TEAD-YAP inh	FBW7 activator
3	O=C(COC(=O)c1cc(O)[nH]c(=O)c1)Nc1cc(C(F)(F)F)ccc1Cl	-1.3	0.2
4	COc1ccc(CSc2nnc(-c3ccc4c(c3)OCO4)o2)cc1F	1.1	0.1
9	COCCNC(=O)CCCSc1nc(-c2ccco2)cc(C(F)(F)F)n1	-3.4	0.0
11	O=C(N/N=C/c1ccc2c(c1)OCO2)C(=O)Nc1ccccc1F	2.2	-0.1
22	CC1(C)CC(=O)C2=C(C1)Nc1ccccc1NC2c1cc(F)ccc1F (centres undefined)	11.2	-0.1

no.	MITF inh	GPR151 ag
3	15.3	1.7
4	4.2	-0.2
9	-12.6	-0.2
11	6.4	-1.3
22	3.0	1.7

# No new results follow: an excerpt of the list.
no.	mol	TEAD-YAP inh	FBW7 activator
27	CCc1ccc2[nH]c(=O)c(CN(CCO)S(=O)(=O)c3ccccc3)cc2c1	4.9	0.0
28	COCCNc1nnc(SCC(=O)c2ccc3c(c2)NC(=O)CO3)s1	5.3	-0.1
29	NC(=O)N1CCCC1C(=O)NNC(=O)CC12CC3CC(CC(C3)C1)C2 (centres undefined)	7.0	0.2
30	C=CCNC(=O)C(C)Oc1ccc(Br)cc1 (centres undefined)	1.0	0.1

no.	MITF inh	GPR151 ag
27	2.0	2.4
28	2.7	1.3
29	-0.9	0.2
30	7.1	3.0

# Continued.
no.	mol	TEAD-YAP inh	FBW7 activator
31	CCOC(=O)c1c(NC(=O)CSc2nccc(C)n2)sc2c1CCCC2	0.1	0.3
32	COc1ccccc1NC(=O)c1cc2ccccc2o/c1=N\c1sc2c(c1C(N)=O)CCCC2	0.0	0.0
33	O=C(CSc1nnc(NC2=NS(=O)(=O)c3ccccc32)s1)c1ccccc1	16.1	0.4
34	COc1ccc(CN2CCN(Cc3ccccc3Br)CC2)cc1OC	-1.2	0.0
35	c1csc(Cn2nnnc2CN2CCN(c3nc4ccccc4s3)CC2)c1	-0.9	0.1
36	Nc1cc(=O)nc(SCC(=O)Nc2nccs2)n1-c1ccccc1	-8.9	0.9
37	CC(=O)c1ccc(F)c(-c2cc(C)cc3c2OC(CNC(=O)c2nonc2C)C3)c1 (centres undefined)	-0.5	0.0
38	NC(=O)c1sc2nc3c(c(-c4ccco4)c2c1N)CCCC3	21.7	0.0
39	Cc1c(C(=O)Nc2ccc3c(c2)OCCO3)sc2ncnc(N3CCc4ccccc4C3)c12	-24.3	0.0
40	Fc1ccc(Cn2nnc3ccccc32)cc1	-2.6	0.1
41	CN(Cc1ccccc1)c1ncnc2ccc(Br)cc12	1.0	-0.1
42	COc1ccc(-c2cc(C(=O)NC3CC3)ccn2)cn1	1.9	0.1
43	COc1ccc(C(=O)N/C(=C\c2ccc(-c3ccc(Br)cc3)o2)C(=O)NC2CCCCC2)cc1	-2.2	1.4
44	CCCCCC(=O)Nc1noc2ccccc12	-15.9	0.0
45	CCCC(c1nnnn1Cc1ccco1)N1CCN(c2ccccc2F)CC1 (centres undefined)	4.1	0.1

no.	MITF inh	GPR151 ag
31	-14.4	0.8
32	-15.4	-0.8
33	16.4	-0.5
34	48.7	-0.3
35	5.1	0.5
36	10.7	0.1
37	7.4	-0.6
38	-1.1	-0.6
39	-2.1	0.3
40	11.0	0.5
41	-18.0	-1.3
42	9.4	-0.8
43	17.8	2.1
44	-7.1	3.9
45	6.3	1.4

# Compounds listed so far that contain a tert-butyl group, in the order listed:
no.	mol	TEAD-YAP inh	FBW7 activator
21	Cc1cccc(-c2noc(CN(C(=O)C(C)(C)C)C(C)C)n2)c1	-13.3	0.2
25	CC(C)(C)c1ccc(OCc2nc(-c3cccnc3)no2)c(Br)c1	0.4	0.0

no.	MITF inh	GPR151 ag
21	17.2	-0.7
25	2.9	-1.1

# Carrying on:
no.	mol	TEAD-YAP inh	FBW7 activator
46	Cn1c(=O)c2c(-c3cccc(F)c3)c3c(nc2n(C)c1=O)-c1ccccc1C3O (centres undefined)	7.0	-0.1
47	COCCOC(=O)c1c(C)oc2ccc(NS(=O)(=O)c3cc(C)ccc3C)cc12	4.8	0.8
48	COc1cccc(C=Nc2ccccc2N2C(=O)c3ccccc3C2=O)c1O	-7.1	1.1
49	COc1cc(C2C(C(=O)OC3CCCCC3)=C(C)NC3=C2C(=O)CCC3)cc(Cl)c1O (centres undefined)	2.4	0.0
50	N=C1C(c2nc3ccccc3[nH]2)=C(O)CN1NC(=O)C1CC1	1.3	-0.2
51	CN(C(=O)CSC1=NCCS1)c1ccccc1	0.8	0.0
52	CC(=O)NCc1ccc(-c2csc(N)n2)s1	-4.2	0.0
53	CN1CCC(=NNC(=O)c2cc(O)c(O)c(O)c2)CC1	-2.1	-0.3
54	OC(COc1ccc(Br)cc1)Cn1c(C(F)(F)F)nc2ccccc21 (centres undefined)	11.9	0.1
55	N#CC1=CN(Cc2ccccc2)C=C(/C=N/Nc2ccc(F)cc2)C1	-1.8	-0.2
56	COc1ccc(Cl)cc1C(=O)NCCN(C)C	-4.7	0.0
57	CC(C)N(Cc1ccccc1)C(=O)c1ccccc1F	2.8	0.1
58	CCCN(C(=O)CSc1nnc(-c2ccoc2C)n1N)C1CCS(=O)(=O)C1 (centres undefined)	5.9	0.0
59	O=C(O)c1ccc([C@H]2Nc3ccc(S(=O)(=O)Nc4ccccc4F)cc3[C@H]3C=CC[C@H]32)cc1	7.2	-0.7
60	O=C(CSc1nc2[nH]ncc2c(=O)n1-c1ccc(Cl)cc1Cl)Nc1ccccc1F	-11.5	0.0

no.	MITF inh	GPR151 ag
46	4.9	1.6
47	12.4	0.2
48	13.5	-1.4
49	8.8	-1.3
50	2.3	-0.1
51	-13.9	0.8
52	3.2	-0.1
53	82.8*	-0.3
54	0.8	-0.3
55	-1.0	-1.2
56	-3.9	-1.0
57	17.5	0.1
58	5.6	-1.3
59	43.2	-0.3
60	11.9	0.3

# More records follow:
no.	mol	TEAD-YAP inh	FBW7 activator
61	CCN(CCO)C(=O)c1sc2ncnc(NCCc3ccccc3)c2c1C	6.9	0.0
62	O=[N+]([O-])c1c(NCCCO)cc(N2CCN(c3ccccn3)CC2)c2nonc12	10.3	0.1
63	O=C(CNCC1CCCCC1)Nc1ccc(N2CCCC2)cc1	-0.7	-0.2
64	Cc1ccccc1Cc1c(C)nc2nc(SCc3cc(=O)n4cc(Br)ccc4n3)nn2c1C	6.8	0.0
65	CCOC(=O)c1sc(NC(=O)C(C)Oc2ccccc2OC)c(C(=O)OCC)c1C (centres undefined)	5.5	-0.1
66	CCCNc1ccnc2c(-c3cc(OC)c(OC)c(OC)c3)cnn12	-7.0	-0.5
67	CCOC(=O)c1sc(=NC(=O)c2c(F)cccc2F)n(C)c1C	-15.5	-0.1
68	O=C(NCC1CCCO1)C1CCN(C2CCN(C(=O)CCc3ccccc3)CC2)CC1 (centres undefined)	10.9	0.0
69	CC(=O)c1cccc(CN2CCCC(CCC(=O)NCc3ccccc3F)C2)c1 (centres undefined)	6.9	-0.1
70	COC(=O)C1=CN(Cc2ccc(OC)cc2)C=C(C(=O)OC)C1c1cccc(Cl)c1	-9.5	0.8
71	COc1ccc(-c2n[nH]c(=S)n2/N=C/c2cccs2)cc1	7.6	-0.1
72	Cc1ccsc1CN1CCC(=O)N(CCOc2ccc(F)cc2)CC1	-18.8	0.0
73	Cc1cc(N(C)Cc2ccccc2)nc2cc(O)ccc12	1.5	0.1
74	CCCNC(=O)c1cccc(-c2c(C)noc2C)n1	-8.2	0.2
75	O=C(c1cccc([N+](=O)[O-])c1)N1CCN=C1SCc1ccccc1F	2.9	-0.2

no.	MITF inh	GPR151 ag
61	-1.7	-0.2
62	7.3	0.3
63	15.3	-0.9
64	16.6	-0.7
65	-2.7	-0.5
66	4.1	0.1
67	9.5	1.8
68	-1.7	0.1
69	0.0	-1.1
70	-3.3	-0.3
71	4.9	-0.1
72	-7.3	0.4
73	6.2	-0.9
74	2.1	0.1
75	-8.9	0.6

# Some values from the results shown.
# FBW7 activator with entry 43 = 1.4
# TEAD-YAP inh with entry 39 = -24.3
# MITF inh with entry 18 = 5.9
# TEAD-YAP inh with entry 14 = -2.2
# MITF inh with entry 61 = -1.7

# Remaining list, next part
no.	mol	TEAD-YAP inh	FBW7 activator
76	O=C(NCc1ccccc1Cl)c1ccc2c(=O)n(Cc3ccc(Cl)cc3)c(=S)[nH]c2c1	9.8	-0.1
77	Nc1nc(Nc2ccc(Cl)cc2Cl)nc(C(F)(F)F)n1	-19.6	0.0
78	c1csc(-c2cnc3ccc(NCc4ccc5c(c4)OCO5)nn23)c1	5.5	0.2
79	CCN1C/C(=C/c2ccc(NC(C)=O)cc2)C(=O)/C(=C/c2ccc(NC(C)=O)cc2)C1	77.6*	0.0
80	O=C1c2cc(Cl)c(Cl)cc2C(=O)N1c1ccc(O)cc1	2.9	-0.3

no.	MITF inh	GPR151 ag
76	-7.8	-1.2
77	-3.5	0.4
78	18.6	0.1
79	6.6	0.1
80	23.6	1.7

# Rows were taken by chance (roughly 3.5% active in at least one column).
